NS5 inhibitors = Dengue-2 NS5 methyltransferase inhibitors, primary screen, biochemical, confirmation dose response (AID 588689); Genome polyprotein (Dengue virus type 2 (strain 16681-PDK53)); Dengue-2 NS5 methyltransferase capping enzyme assay, biochemical; higher % means a stronger effect; inhibition, % at 25 µM, or IC50 in µM where a hit was titrated; 340,000 compounds, 0.3% hits; in the data active means a potency from the dose series; inconclusive means inhibition above about 29% without an active follow-up result
Large T inhibition = SV40 large T antigen inhibitors, biochemical (AID 1903). SV40 large T antigen ATPase/helicase inhibition assay; higher % means a stronger effect. inhibition, % at 20 µM, or IC50 in µM where a hit was titrated. 310,000 compounds, 0.39% hits; in the data active means a potency from the dose series; inconclusive means inhibition mostly from about 32% at the one dose, without a potency; inactive means the rest, 99 in 100 with inhibition below about 32%; further: strong numbers were not always called active
NTR1 agonist = agonists of NTR1, primary screen, imaging, U2OS cells, beta-arrestin-GFP, high content (AID 493036); Neurotensin receptor type 1 (Homo sapiens), P30989; NTR1-U2OS beta-arrestin-GFP spot imaging, agonist mode; activation, % at 20 µM; 330,000 compounds, 0.17% hits;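 active means activation at or above 40% of the spot to cytoplasm intensity ratio, with at least 20 cells analyzed; inconclusive means wells under 20 cells, flagged as cytotoxic or low count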;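 further: 0% = DMSO without peptide and 100% = 100 nM NTR1 peptide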
Target sequence (P30989 whole entry, looked up): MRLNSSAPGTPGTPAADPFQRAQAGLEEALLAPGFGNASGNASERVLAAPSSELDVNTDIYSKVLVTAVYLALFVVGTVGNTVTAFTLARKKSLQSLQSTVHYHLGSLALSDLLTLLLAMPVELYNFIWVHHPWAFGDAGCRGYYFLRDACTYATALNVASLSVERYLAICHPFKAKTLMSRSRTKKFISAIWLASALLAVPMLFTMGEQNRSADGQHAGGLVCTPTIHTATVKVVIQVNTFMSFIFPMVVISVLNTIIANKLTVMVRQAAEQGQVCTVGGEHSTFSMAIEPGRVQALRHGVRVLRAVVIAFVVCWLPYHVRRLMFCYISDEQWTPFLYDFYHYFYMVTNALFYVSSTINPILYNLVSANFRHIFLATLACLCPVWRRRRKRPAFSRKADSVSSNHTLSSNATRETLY
Siah-1 displacement = Siah-1 peptide-binding antagonists, primary screen, biochemical, fluorescence polarization, rhodamine-plectin, uHTS (AID 1817). E3 ubiquitin-protein ligase SIAH1 (Homo sapiens). Siah-1 / rhodamine-plectin peptide fluorescence polarization; higher % means a stronger effect. displacement, % at 20 µM; hits with a dose series show IC50 in µM. 290,000 compounds, 0.02% hits;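 active means displacement of at least 50% at 20 µM, with a fluorescence ratio check between 0.3 and a set limit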;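 further: plate controls were Siah plus tracer with DMSO for no effect and tracer alone without Siah for full effect; strong numbers were not always called active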
MgcRacGAP inhibition = MgcRacGAP GTPase-activating activity inhibitors, confirmation, biochemical, ADP Hunter fluorescence. one-dose inhibition, % at 30 µM; IC50 in µM for titrated hits. AID 624330, 2012. Rac GTPase-activating protein 1 (Homo sapiens). 340,000 compounds, 0.6% hits. MgcRacGAP-stimulated Rac1 GTP hydrolysis, ADP Hunter fluorescence; higher % means a stronger effect; GST-tagged Rac1 F28L mutant substrate;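 active means first-screen hits whose inhibition reached a set limit at any dose in the follow-up dose series; inconclusive means inhibition above the set first-screen limit but never retested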;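 further: fluorescence reports GDP produced by GAP-driven GTP hydrolysis; strong numbers were not always called active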
AID2073 = inhibitors of Mint1-CaV2.2 protein interaction, biochemical, HTRF (AID 2073); Voltage-dependent N-type calcium channel subunit alpha-1B (Homo sapiens); HTRF protein-protein interaction, Mint1-CaV2.2; higher % means a stronger effect; one-dose inhibition, % at 20 µM; IC50 in µM for titrated hits; 290,000 compounds, 0.19% hits; in the data active means inhibition mostly above about 51%, no sharp cut-off; inconclusive means no clear call, values can overlap the other calls; inactive means mostly below about 53%; further: some results filed as inactive read as strong as hits
RSV CPE inhibition = RSV antiviral activity via CPE protection, HEp-2 cells, primary 10 µM value included (AID 2391); 310,000 compounds, 0.13% hits; HEp-2 cells, RSV-induced CPE inhibition; higher % means a stronger effect; CPE inhibition, % at 10 µM, or IC50 in µM where a hit was titrated; in the data active means a potency from the dose series; inconclusive means CPE inhibition mostly from about 23% at the one dose, without a potency; inactive means the rest, 99 in 100 with CPE inhibition below about 21%; further: strong numbers were not always called active
West Nile virus CPE = West Nile virus antiviral activity, cell-based, CPE readout (AID 1621); 290,000 compounds, 0.02% hits; West Nile virus-infected cells, CPE inhibition; higher % means a stronger effect; CPE inhibition, % at 10 µM; hits with a dose series show IC50 in µM; in the data active means a potency from the dose series; inconclusive means CPE inhibition mostly from about 3.7% at the one dose, without a potency; inactive means the rest, 99 in 100 with CPE inhibition below about 2.2%; further: strong numbers were not always called active
K1F lysis inhibition = inhibition of K1F phage lysis, E. coli UTI89, bacterial capsule biogenesis inhibitors, alamar blue (AID 488966) | E. coli UTI89 K1F phage lysis, alamar blue, 2 h; higher % means a stronger effect | inhibition, % at 100 µM, or IC50 in µM where a hit was titrated | 340,000 compounds, 0.02% hits;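 active means phage lysis inhibition, versus mean bacterial control, above a set limit; inconclusive means no clear call, values can overlap the other calls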;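 further: capsule biogenesis inhibitors block K1F phage lysis so surviving cells raise fluorescence; higher fluorescence means more inhibition of phage lysis; actives were called in the ten point dose series up to 300 µM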
NTR1 agonist cell count 20 µM = further read-out of NTR1 agonist, marked with its call; cell count; measured here: cell count, cytotoxicity flag
NS5 inhibitors pilot replicate = recorded beside NS5 inhibitors, whose call it bears; inhibition, %; measured here: pilot screen replicate inhibition
Starred values were filed as active, the others as inactive; ? = inconclusive; . = no result given; [ ] = remark or other dose.

SMILES | NS5 inhibitors | Large T inhibition | NTR1 agonist | NTR1 agonist cell count 20 µM | Siah-1 displacement | MgcRacGAP inhibition | AID2073 | RSV CPE inhibition | West Nile virus CPE | K1F lysis inhibition | others
COc1cc(C2C(C(=O)c3cccs3)=C(O)C(=O)N2Cc2ccco2)cc(OC)c1OC (stereo not drawn) | -5% | 7% | -0.2 | 45 | -5% | 11% | 11% | 1.5% | . | 0.3%
CCOC(=O)C1=CN(Cc2cccc(F)c2)S(=O)(=O)N(C)C1c1cccc(OC)c1 (stereo not drawn) | -1% | . | 0.4 | 65 | . | 8% | . | . | . | 0.1%
CSc1nc(-c2ccccc2)nc(NC(C)=O)c1C(C)=O | -14% | 12% | 3.6 | 38 | -5% | 5% | -2% | -0.3% | -0.9% | -0.2%
NC(=O)C1CCN(C(=O)c2ccc(NS(=O)(=O)c3ccc(F)c(F)c3)cc2)CC1 | -4% | . | 3.1 | 61 | . | 0% | . | 0.2% | . | 0.5%[50 µM]
Cc1cc(C)c(C#N)c(SCC(=O)OC2CCCCC2)n1 | -6% | -2% | 1.4 | 79 | 0% | 9% | 4% | 0.0% | -0.2% | 0.5%
CSCCC(NS(=O)(=O)c1cccc(C(F)(F)F)c1)C(=O)N(C)CCOc1ccc(Cl)cc1 (stereo not drawn) | 7% | 27% | 13 | 58 | . | 10% | . | 10.0% | . | -0.5%[50 µM]
CCOC(=O)C1=C(C)N(C[C@@H]2CC[C@@H](Cc3ccc(-c4ccccc4)cc3)O2)C(=O)NC1c1ccc(C(F)(F)F)cc1 (stereo partly drawn) | -5% | . | 8.3 | 47 | . | 9% | . | . | . | 0.3% | NS5 inhibitors pilot replicate=-4.5
CCNC(=O)C1CCCN1C(=O)C(CCCN=C(N)N)NC(=O)C(CC(C)C)NC(=O)C(Cc1cn(Cc2ccccc2)cn1)NC(=O)C(Cc1ccc(O)cc1)NC(=O)C(CO)NC(=O)C(Cc1c[nH]c2ccccc12)NC(=O)C(Cc1cnc[nH]1)NC(=O)C1CCC(=O)N1 (stereo not drawn) | . | 28% | 0.0 | 45 | -1% | . | 8% | 3.6% | 0.2% | .
O=C(N/N=C/c1ccccc1OCc1ccccc1)c1cccs1 | -1% | 10% | 10 | 43 | 4% | 10% | 29% | 3.5% | 0.1% | 4.1%
CCC(OC(=O)c1nsc(Cl)c1Cl)C(=O)NCC1CCCO1 (stereo not drawn) | -5% | 10% | 1.4 | 53 | 4% | 3% | 4% | 1.3% | -0.7% | 0.1%
COc1cccc(N2CCN(C(=O)c3ccc4ccccc4c3)CC2)c1 | 0% | . | -0.7 | 39 | . | 0% | . | . | . | 0.6%[50 µM]
Cc1nc(NC(=O)CSc2ccccc2N)sc1C | . | 10% | 0.9 | 54 | -2% | . | -26% | 1.5% | 1.4% | .
CC(=O)c1sc(NC(=O)CS(=O)(=O)c2ccccc2)nc1-c1ccccc1 | -4% | 8% | -0.5 | 68 | . | 1% | . | -0.9% | . | -0.8%[50 µM]
COc1cccc(OCc2ccc(C(=O)NCC3CCCO3)cc2)c1 (stereo not drawn) | -2% | 2% | -1.8 | 78 | 1% | 4% | 0% | 3.6% | -0.2% | 2.0%[50 µM]
CC(C)c1cccc(-c2ccc3c(c2)S(=O)(=O)c2cccc(C(=O)O)c2C3=O)c1 | 66µM* | . | 0.9 | 54 | . | 12% | . | 2.3% | . | 1.1%
O=C(c1ccc2nc3ccc(Cl)cc3c(=O)n2c1)N1CCOCC1 | -6% | 25% | 1.2 | 45 | -4% | 8% | 25% | -0.8% | 0.2% | 0.4%
Cn1c(SCC(=O)N2CCc3ccccc32)nnc1-c1ccc(S(=O)(=O)N2CCCC2)cc1 | 1% | 12% | -0.3 | 61 | -2% | -9% | 0% | 1.2% | 0.8% | -0.4%
COc1ccc(N2CCN(C(=O)CN3C(=O)COc4ccccc43)CC2)cc1 | -2% | 16% | 1.3 | 44 | -2% | 14% | 7% | 0.9% | -0.4% | -0.8%
COc1ccc(/C=N/Nc2nc(Nc3ccccc3)nc(N3CCCC3)n2)cc1[N+](=O)[O-] | -5% | 6% | 2.1 | 38 | 5% | 9% | 39% | 2.9% | 0.9% | 2.6%
COc1ccc(NC(=O)c2cc3c([nH]c4ccccc43)c(C)n2)cc1 | -6% | 6% | 2.2 | 91 | 24% | 13% | 15% | 3.5% | -0.9% | 0.3%
CC(=O)N1CCN(C(=O)c2ccc(OC3CCN(Cc4ccccn4)CC3)cc2)CC1 | -6% | -2% | -0.2 | 62 | -2% | 0% | 13% | 0.1% | -0.2% | 0.1%
CCc1c(C)nc2ncnn2c1N1CCC(C(=O)Nc2ccccc2)CC1 | -11% | 1% | 0.2 | 56 | 3% | 8% | -6% | 0.8% | 0.5% | -0.2%
O=C(Cc1cccc2ccccc12)Nc1ccc2c(c1)C(=O)NC2=O | 1% | 4% | 1.5 | 79 | -2% | 17% | 16% | 2.1% | 0.0% | 0.3%
Cc1ccc2nc(-c3ccncc3)cc(C(=O)NCc3ccccc3F)c2c1 | -4% | 19% | 0.0 | 80 | 3% | 8% | 15% | 3.1% | 0.3% | -0.4%
N/C(=N\OC(=O)c1ccccc1[N+](=O)[O-])c1ccccn1 | 0% | 51% | -0.3 | 30 | 2% | 6% | -8% | 0.4% | 0.8% | 0.7%
Clc1cccc(Cl)c1CSc1nnc([C@@H]2CCCN2)o1 | 1% | 1% | 0.6 | 45 | 14% | 7% | -6% | 3.6% | -0.2% | 0.6%
CC(C)c1nc(C(=O)N2CCc3c([nH]c4ccccc34)C2c2ccccn2)cs1 (stereo not drawn) | . | 1% | 2.5 | 23 | -5% | . | 6% | 1.3% | -1.6% | .
Cc1c(C)n(CCc2ccccc2)c2ncnc(NN)c12 | -15% | 0% | 0.9 | 51 | -2% | 10% | -6% | 18% | ? | 0.4%
Cc1cc(OC(C)C(=O)NCC2CCC(C(=O)O)CC2)c2c(C)c(C)c(=O)oc2c1 (stereo not drawn) | 0% | 26% | 1.5 | 87 | -2% | -1% | 22% | 0.9% | -0.5% | 3.4%
Cc1ccccc1CS(=O)(=O)CCC(=O)NCc1ccc(F)cc1Cl | -8% | 3% | -0.2 | 57 | 10% | 11% | -4% | . | 0.0% | 0.1%
Cn1c(SCC(=O)NC(=O)NCc2ccccc2)nnc1C(F)(F)F | -3% | . | 1.3 | 70 | . | 5% | . | 0.5% | . | 0.5%[50 µM]
CCc1c(C)nc2ncnn2c1N1CCN(S(=O)(=O)c2ccc(OC)cc2)CC1 | 0% | 23% | 2.7 | 37 | 1% | 0% | 5% | 4.0% | -1.1% | -1.3%
Cc1ccnc(NC(=O)CCC(=O)N(CC(=O)NCc2ccccc2)Cc2ccccc2)c1 | -4% | 1% | 3.7 | 53 | 6% | 11% | 3% | 1.1% | -0.5% | 0.0%
COc1cccc(O)c1CN1CCC(Oc2ccc(C(=O)NCc3ccccn3)cc2)CC1 | -7% | 13% | 0.0 | 35 | 2% | 9% | 8% | 0.6% | -0.2% | 0.7%
CC1CCCC(NC(=O)CN2CCN(S(=O)(=O)c3ccc(Br)s3)CC2)C1C (stereo not drawn) | 3% | . | 4.5 | 61 | . | 4% | . | . | . | -1.0%[50 µM]
C/C(=N\Nc1ccc(Cl)c(C(=O)O)c1)c1ccccn1 | -5% | 23% | 1.8 | 57 | 5% | 2% | 0% | -1.9% | -0.1% | 0.0%
Cc1csc(=O)n1CCC(=O)OCC(=O)N(CC(C)C)c1c(N)n(Cc2ccccc2)c(=O)[nH]c1=O | -9% | 11% | 1.4 | 51 | 3% | 7% | -4% | 0.6% | 1.0% | 0.1%
O=C(O)C1CCC(N2C(=O)c3c(Cl)c(Cl)c(Cl)c(Cl)c3C2=O)CC1 (stereo not drawn) | . | 17% | . | . | 16% | . | 81%* | 2.8% | -0.4% | .
CC(=O)N1CCc2cc(Br)cc(S(=O)(=O)NCc3ccc(Cl)cc3)c21 | -2% | 14% | -2.1 | 49 | 1% | 4% | 25% | 6.9% | -0.4% | 0.3%
CC(Oc1ccc([N+](=O)[O-])cc1)C(=O)NCC1CCCO1 (stereo not drawn) | 0% | 22% | -1.0 | 52 | 8% | 7% | 8% | 2.7% | -0.1% | -0.2%
CCNC(=S)N/N=C/c1cccc(C)c1 | -1% | 10% | -2.5 | 56 | -1% | 5% | -2% | 0.6% | 1.0% | 4.7%
CCCN(CCC)CCCNC(=O)CN1C(=O)CSc2ccc(S(=O)(=O)N3CCOCC3)cc21 | -5% | -2% | -1.6 | 28 | -4% | 1% | -2% | -0.5% | 0.3% | -1.7%
O=C(OCc1c(Cl)cccc1Cl)c1cnccn1 | -10% | 12% | -3.6 | 98 | -1% | 7% | 1% | 2.6% | 1.2% | -2.0%
CCCOC(=O)c1ccc(Oc2cn[nH]c2-c2ccc(OCC)cc2O)cc1 | -6% | 2% | 28 | 56 | 0% | 9% | 4% | -1.7% | 0.4% | 0.7%
COc1ccc(OC)c(NC(=O)C(=O)N/N=C/c2ccccc2[N+](=O)[O-])c1 | -7% | -2% | 0.4 | 56 | 1% | 6% | -2% | 0.6% | -0.4% | 0.1%
CCOC(=O)COc1ccc(S(=O)(=O)c2ccc(OCC(=O)OCC)cc2)cc1 | -3% | 0% | 0.0 | 37 | 1% | 0% | -4% | -0.1% | -0.3% | 6.5%
CCN(CC)C(=O)CSc1nnc(-c2cccnc2)n1CCc1ccccc1 | 0% | 2% | 1.2 | 58 | -2% | 6% | 4% | 0.1% | 0.5% | 0.5%
CC(Sc1nc2ccc(Br)cc2[nH]1)C(=O)O (stereo not drawn) | 2% | 9% | -0.2 | 49 | -1% | 1% | 8% | 0.5% | 0.7% | 2.1%

Pulled by compound from the entries so far, 2 records:
SMILES | NS5 inhibitors | Large T inhibition | NTR1 agonist | NTR1 agonist cell count 20 µM | Siah-1 displacement | MgcRacGAP inhibition | AID2073 | RSV CPE inhibition | West Nile virus CPE | K1F lysis inhibition | others
CC(=O)N1CCc2cc(Br)cc(S(=O)(=O)NCc3ccc(Cl)cc3)c21 | -2% | 14% | -2.1 | 49 | 1% | 4% | 25% | 6.9% | -0.4% | 0.3%
CCOC(=O)COc1ccc(S(=O)(=O)c2ccc(OCC(=O)OCC)cc2)cc1 | -3% | 0% | 0.0 | 37 | 1% | 0% | -4% | -0.1% | -0.3% | 6.5%
